# PAFAH1B3 inh = PAFAH1B3 (human) inhibition. Q15102. recombinant PAFAH1B3, FP-rhodamine probe, fluorescence polarization. inhibition, % at 3.39 µM. 0.28% of 340,000 active. AID 492972;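 active = inhibition above the screen-wide average of all tested compounds plus 3 SD, cut at about 25% in these data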;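 also: 0% = enzyme with DMSO only and 100% = wells lacking PAFAH1B3 protein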
# Target sequence (Q15102 whole entry, looked up): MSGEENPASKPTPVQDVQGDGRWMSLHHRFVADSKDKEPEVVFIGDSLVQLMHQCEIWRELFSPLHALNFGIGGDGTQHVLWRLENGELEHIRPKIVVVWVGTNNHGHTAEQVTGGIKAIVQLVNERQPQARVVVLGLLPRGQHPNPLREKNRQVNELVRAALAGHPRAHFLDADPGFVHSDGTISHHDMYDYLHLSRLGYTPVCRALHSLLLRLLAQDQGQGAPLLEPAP
# ZTA DNA inh = ZTA (EBV) inhibition in EBNA-1 counter-screen; P03206; ZTA-DNA binding, fluorescence polarization; inhibition, % at 11 µM; 0.15% of 320,000 active; AID 2234; in the data active = inhibition above about 33%
# PAD4 inh = inhibitors of human PAD4; 0.41% of 330,000 active; recombinant PAD4, RCA probe fluorescence polarization; Q9UM07; inhibition, % at 6.36 µM; AID 485272;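 active = percent inhibition above a cutoff equal to the mean of all tested compounds plus 3 SD, cut at about 15% in these data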;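 also: 0% = PAD4 with RCA probe and DMSO and 100% = probe without PAD4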
# PREPL inhibitor = human PREPL enzyme inhibition; Q4J6C6; recombinant PREPL, fluorescence polarization activity-based probe; inhibition, % at 5.96 µM; 0.68% of 320,000 active; in the data active = inhibition above about 43%;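 also: 0% = enzyme with DMSO and 100% = wells lacking enzyme; many of its hits are not listed in these tables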
# Target sequence (Q4J6C6 whole entry, looked up): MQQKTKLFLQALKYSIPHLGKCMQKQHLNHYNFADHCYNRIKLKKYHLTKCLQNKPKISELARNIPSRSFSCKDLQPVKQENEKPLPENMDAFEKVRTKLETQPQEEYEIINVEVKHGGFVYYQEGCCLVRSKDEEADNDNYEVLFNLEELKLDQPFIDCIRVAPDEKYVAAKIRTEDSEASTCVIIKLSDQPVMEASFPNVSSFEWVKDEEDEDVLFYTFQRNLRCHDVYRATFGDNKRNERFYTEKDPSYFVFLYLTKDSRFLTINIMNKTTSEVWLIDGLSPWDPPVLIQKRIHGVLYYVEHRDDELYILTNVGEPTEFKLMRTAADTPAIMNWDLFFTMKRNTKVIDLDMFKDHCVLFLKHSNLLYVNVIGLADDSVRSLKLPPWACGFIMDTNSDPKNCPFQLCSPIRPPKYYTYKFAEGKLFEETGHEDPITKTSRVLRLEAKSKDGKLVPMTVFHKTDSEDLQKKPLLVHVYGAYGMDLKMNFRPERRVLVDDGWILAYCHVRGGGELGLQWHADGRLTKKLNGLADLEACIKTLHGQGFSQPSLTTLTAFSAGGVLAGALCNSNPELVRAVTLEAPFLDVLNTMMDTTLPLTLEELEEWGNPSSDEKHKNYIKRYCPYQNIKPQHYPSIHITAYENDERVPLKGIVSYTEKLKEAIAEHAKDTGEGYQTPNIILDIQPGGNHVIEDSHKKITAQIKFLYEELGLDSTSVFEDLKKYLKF
# EBNA-1 inh = blocks EBNA-1 binding to DNA; EBNA-1 DNA binding, fluorescence polarization; inhibition, % at 14.8 µM; 0.34% of 300,000 active; AID 1950; in the data active = inhibition above about 28%
# PAFAH2 inh = inhibitors of human PAFAH2; inhibition, % at 3.39 µM; Q99487; AID 492956; 0.99% of 340,000 active; recombinant PAFAH2, FP-rhodamine activity probe, fluorescence polarization;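 active = inhibition above the mean over all tested compounds plus 3 SD, cut at about 30% in these data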;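 also: inhibitors block probe labeling of enzyme so polarization drops; 0% = enzyme with DMSO and 100% = wells lacking PAFAH2 protein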
# GSTO1 inh = counter-screen for RBBP9 inhibitors: inhibitors of human GSTO1; recombinant GSTO1, activity-based probe fluorescence polarization; inhibition, % at 5.96 µM; 1.1% of 300,000 active;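 active = inhibition above the campaign mean inhibition plus 3 SD, cut at about 35% in these data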;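 also: 0% = GSTO1-1 with DMSO and 100% = wells lacking GSTO1-1 enzyme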
# LYPLA2 inh = counter-screen for PME1 inhibitors: inhibitors of human LYPLA2; recombinant LYPLA2, FP-Rh probe fluorescence polarization; 0.38% of 320,000 active; O95372; inhibition, % at 5.9 µM;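 active = inhibition above the screen-wide mean plus 3 SD, limit set per campaign, cut at about 26% in these data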;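 also: 0% = LYPLA2 with DMSO and 100% = wells lacking LYPLA2 enzyme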
# LYPLA1 counter = counter-screen for PME1 inhibitors: inhibitors of human LYPLA1; 0.16% of 320,000 active; inhibition, % at 5.9 µM; recombinant LYPLA1, FP-Rh probe fluorescence polarization;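 active = inhibition above the mean of all tested compounds plus 3 SD, set per campaign, cut at about 14% in these data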;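 also: inhibitors block serine hydrolase probe labeling of LYPLA1 so polarization falls; 0% = enzyme with DMSO and 100% = wells lacking LYPLA1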
# * hit, by the source's call; x = not tested or not shown. Not all compounds are listed (hit frequency here may not be typical).
SMILES,PAFAH1B3 inh,ZTA DNA inh,PAD4 inh,PREPL inhibitor,EBNA-1 inh,PAFAH2 inh,GSTO1 inh,LYPLA2 inh,LYPLA1 counter
COc1c(C)cc(S(=O)(=O)N2CCOCC2)c(C)c1C,2,-3,0,-3,-1,1,1,7,4
COc1cc(NC(=S)Nc2ccc3c(c2)OCCO3)cc(OC)c1OC,0,15,-1,-8,2,6,3,2,-1
CCOC(=O)c1sc2nc(CSc3ccccc3)nc(NCCN(C)C)c2c1C,4,2,-3,-60,6,1,-9,-6,-4
Cn1cc(Cl)c(C(=O)NNC(=S)Nc2cccc(Cl)c2)n1,4,-22,-3,15,7,3,15,3,1
COc1ccc(C2CC(c3ccc(F)cc3)n3nc(NS(C)(=O)=O)nc3N2)cc1 (stereo not drawn),0,-6,-2,33,-1,0,-4,-3,-2
CCCc1cc(=O)[nH]c2nnc(SCC(=O)Nc3nnc(SCC)s3)n12,3,15,-1,0,-4,7,-10,6,2
CC(C)c1ccccc1NC(=O)c1ccc2ncsc2c1,3,4,-3,2,4,7,11,-2,-1
Cc1ccc(NC(=O)NCCCN2CCCC2=O)c(C)c1,2,4,-4,2,5,-1,8,0,2
COc1ccccc1CCCNC(=O)C1CCC(=O)N(CCCN2CCCC2=O)C1 (stereo not drawn),-1,-11,-3,3,-3,-2,3,-4,1
CN1CCC(OC(c2ccccc2)c2ccccc2)CC1,8,60*,-2,10,7,-8,-2,0,-1
O=C(CSc1nnc2ccccn12)Nc1cccc(-c2nc3ccccc3s2)c1,-19,7,-3,-8,23,-15,-8,3,5
O=C(COC(=O)c1ccco1)Nc1ccc2c(c1)OCCO2,10,-5,0,18,-9,51*,-2,5,-1
Cc1ccc(S(=O)(=O)NCCOc2cc(C)ccc2C)cc1,-3,0,-1,-15,5,-5,-6,1,-4
CN(C)c1ccc(/C=N/OC(=O)Nc2ccccc2Cl)cc1,9,5,-2,18,-11,10,4,-8,2
O=C(Nc1cccc2ncccc12)c1ccccc1Cl,-4,-11,1,11,5,-7,0,-1,-3
O=C(Nc1cccc(C(F)(F)F)c1)C1CCCN(S(=O)(=O)c2cnc[nH]2)C1 (stereo not drawn),5,-11,1,0,-1,4,1,1,-2
CC1CN(C(=O)COC(=O)c2ccc3ncsc3c2)CC(C)O1 (stereo not drawn),1,x,3,1,x,-1,x,x,x
O=C(c1ccccc1C(F)(F)F)N1CCN(S(=O)(=O)c2ccccc2)CC1,8,10,-3,4,4,5,-2,-2,1
O=C(CSc1ccccn1)Nc1ccc2ccccc2c1,x,-5,0,-53,-6,x,7,-11,-4
COc1ccccc1CN1CCCC(C(=O)N2CCCCC2)C1 (stereo not drawn),5,-8,1,3,-2,0,18,1,0
COc1ccc(S(=O)(=O)Nc2cc(C(C)C)c(O)cc2C)cc1,8,3,1,0,8,-6,1,-3,2
CC(=O)Nc1cccc(N(C)C)c1,4,6,-1,15,3,0,9,-1,0
Cc1ccc(CN2CCN(Cc3ccc4c(c3)OCCO4)CC2CCO)cc1 (stereo not drawn),0,-8,4,12,3,-4,-3,5,1
Cc1cccc(NC(=S)/N=C(\N)Nc2nc(C)c3ccccc3n2)c1,-3,15,-8,-12,1,11,-19,-13,-6
COc1cccc(NC(=O)Nc2ccccc2Br)c1,8,2,-3,-4,5,0,3,-5,-4

# (cont.)
SMILES,PAFAH1B3 inh,ZTA DNA inh,PAD4 inh,PREPL inhibitor,EBNA-1 inh,PAFAH2 inh,GSTO1 inh,LYPLA2 inh,LYPLA1 counter
Cc1cccc(NC(=O)CSc2ccc(-c3ccco3)nn2)c1,-9,9,-4,7,9,-5,7,4,1
CCOC(=O)c1c(=O)n(O)c2ccc(C)cc2[n+]1[O-],4,0,-1,-5,-19,4,-9,-2,3
COc1ccc(-c2nn(-c3ccccc3)cc2C=O)cc1[N+](=O)[O-],5,2,-1,3,-2,-1,2,-5,-5
CCN(CC)CCNC(=O)c1ccc(NC(=O)C2CCN(S(=O)(=O)c3ccc4c(c3)OCCO4)CC2)cc1,4,6,1,-3,7,-9,8,-2,-1
CCN(CC)CCNC(=O)c1ccc(NC(=O)c2ccccc2-c2ccc(C(F)(F)F)cc2)cc1,7,-20,2,-13,-5,-1,3,-6,-4
COc1ccccc1N1CCN(C(=O)c2ccc3[nH]c4c(c3c2)CC(C)CC4)CC1 (stereo not drawn),2,-17,-1,13,1,-8,5,7,14
CN1/C(=C\C(=O)CSc2nnc(N)s2)C(C)(C)c2ccccc21,-4,3,-7,-7,-3,-2,4,-5,-3
COCCCNC(=O)CSC1=Nc2ccccc2C2=NC(Cc3c[nH]c4ccccc34)C(=O)N12 (stereo not drawn),-6,-2,-1,-1,15,12,2,7,1
COc1cc(C(=O)N/C(=C\c2cn(C)c3ccccc23)C(=O)N2CCOCC2)cc(OC)c1OC,7,12,-2,2,-11,0,10,-9,-1
CCC(Cc1ccccc1)NC(=O)/C=C/c1ccco1 (stereo not drawn),1,19,2,-9,0,0,3,-2,2
Cc1ccc(N2C(=O)CC(C3CCCO3)C2=O)cc1 (stereo not drawn),5,2,-1,17,-8,-3,-5,-4,1
COc1ccc(-c2ccc(-c3noc(C(C)C)n3)c(OC)n2)cc1,-3,-3,1,-10,-3,3,1,1,-3
COc1ccc(CNC(=O)CCc2nc3cc(S(=O)(=O)N(C)C)ccc3n2C)cc1OC,7,2,2,-3,0,-2,-2,7,0
O=C(NCCO)c1cccc(Nc2nc(-c3ccccc3)c3cc(Cl)ccc3n2)c1,-8,-8,-1,19,0,-15,-9,-19,-21
Cc1ccccc1C(=O)c1cccn1CC(=O)O,-3,0,0,-6,-3,4,-2,-7,-4
COCCN(CCOC)C(=O)c1cc2c(=O)n3ccccc3nc2s1,-1,-7,3,-2,10,-5,5,-3,-5
COC(=O)C1CCN(S(=O)(=O)c2ccc(OC)cc2)CC1,9,5,-1,4,-3,1,0,-3,2
COc1ccc(N2CCCCn3c2nc2c3c(=O)n(C)c(=O)n2C)cc1,-10,5,-3,25,4,3,1,2,0
COc1ccc(CCC(=O)OCC(=O)Nc2ccc(C)c(S(=O)(=O)N(C)C)c2)cc1,5,7,-2,12,4,-2,-3,-3,-1
CCn1ncc(C2=NOC(C(=O)Nc3cnn(C45CC6CC(CC(C6)C4)C5)c3)C2)c1C (stereo not drawn),-10,-2,-4,18,12,-7,-22,4,0
COc1cc(N/C=C2\CC(=O)NC(C)=C2C#N)cc(OC)c1OC,4,-8,-1,7,-3,4,5,0,-3
CCOC(=O)c1c(CC(C)C)csc1NC(=O)c1ccccc1C(=O)O,-1,12,-4,15,1,7,-3,-4,-5
Cc1[nH]c2ccc(S(N)(=O)=O)cc2c1C,5,2,-6,-3,2,8,4,3,-3
Cc1ccc(Oc2nc3ccccn3c(=O)c2/C=C(\C#N)C(=O)Nc2c(C)n(C)n(-c3ccccc3)c2=O)cc1,9,-11,4,11,2,-2,5,9,1
CC1CN(C(=O)N2c3ccccc3Sc3ccccc32)C(C)CC1=O (stereo not drawn),11,8,-3,17,6,-1,4,9,0

# Random excerpt: two records from the list, in no set order.
SMILES,PAFAH1B3 inh,ZTA DNA inh,PAD4 inh,PREPL inhibitor,EBNA-1 inh,PAFAH2 inh,GSTO1 inh,LYPLA2 inh,LYPLA1 counter
COc1cc(N/C=C2\CC(=O)NC(C)=C2C#N)cc(OC)c1OC,4,-8,-1,7,-3,4,5,0,-3
O=C(NCCO)c1cccc(Nc2nc(-c3ccccc3)c3cc(Cl)ccc3n2)c1,-8,-8,-1,19,0,-15,-9,-19,-21

# (continued)
SMILES,PAFAH1B3 inh,ZTA DNA inh,PAD4 inh,PREPL inhibitor,EBNA-1 inh,PAFAH2 inh,GSTO1 inh,LYPLA2 inh,LYPLA1 counter
O=C(CSc1ccc(-c2nc3ccccc3[nH]2)cn1)Nc1ccc2c(c1)OCCO2,-11,-9,-2,-5,11,-2,0,-10,-8
c1cc2c(cnc3cscc32)s1,7,8,-2,-6,0,-7,3,0,-1
Cc1ccnc(NC(=O)C2CCN(S(=O)(=O)c3cccc4nsnc34)CC2)c1,1,0,-2,2,-4,-4,2,3,-1
Nc1ccccc1Nc1c(F)c(F)nc(F)c1Cl,3,-4,-15,23,-2,-3,-1,1,-4
Cn1c2ccccc2c2cnn(CC(=O)Nc3ccc(F)cc3F)c(=O)c21,-7,9,-6,10,10,-22,-19,-5,-3
CN(CC(=O)Nc1ccc(Cl)c(C(F)(F)F)c1)C(=O)Cc1c[nH]c2ccccc12,-7,-6,-5,29,-10,1,0,5,1
O=C(CCNC(=O)c1ccccc1Cl)Nc1cccc(C(F)(F)F)c1,7,-14,0,-2,3,-7,4,3,-2
O=C(OCC(=O)N(CCc1ccccc1)Cc1ccccc1)c1cccc(O)c1,10,16,-3,-12,0,-3,-4,-8,-8
O=C(CCc1nnc(C2(c3ccc(Cl)cc3)CCC2)o1)N1CCCC(O)C1 (stereo not drawn),4,4,5,1,13,6,4,10,3
CC(C)C(OC(=O)c1cc2occc2n1C)C(=O)NCc1ccc2c(c1)OCO2 (stereo not drawn),-3,-4,-3,-16,-6,-1,9,6,3
CCOC(=O)[C@@H]1[C@H]2COc3cc(OC)ccc3[C@@H]2N2C(=O)N(c3ccc(C(F)(F)F)cc3)C(=O)[C@@]12C,14,-10,-1,-104,5,5,4,-4,-1
C/C(=N\Nc1nc2ccccc2[nH]1)c1cc2ccccc2o1,11,-4,-5,76*,-2,5,-5,2,3
CC(C)c1ccc(N(CC(=O)NCc2ccc(F)cc2)C(=O)c2snc(C(N)=O)c2N)cc1,-6,-2,2,-1,4,-9,-4,1,-2
Cc1ccc(SCC(=O)OCn2nnc3ccccc3c2=O)cc1C,6,7,1,-1,5,-8,3,0,-3
CCCCOP(=O)(OCCCC)C(O)c1ccc(N(C)C)cc1 (stereo not drawn),6,4,0,7,8,-6,8,-3,5
O=S(=O)(c1ccc(Cl)cc1)N1CCC(n2cccc2)CC1,2,7,-5,2,1,1,-4,2,1
COc1ccc(C(C(=O)NC2CCCCC2)N(C(=O)c2snc(C(N)=O)c2N)c2ccc(OC)cc2OC)cc1 (stereo not drawn),-1,17,0,4,-6,-2,-5,-5,-7
CC1=NN=C(c2ccccc2)C(c2c[nH]c3ccccc23)N1O (stereo not drawn),16,4,0,-1,6,-4,6,-6,-1
C#CCCc1cocc1/C=[N+](\[O-])c1ccc(C(=O)OCC)cc1,10,5,-13,9,x,0,x,-18,-9
C/C(CC(=O)Nc1ccc(Cl)cc1Cl)=N\NC(=O)c1ccco1,3,-1,1,-11,-4,-2,3,-5,-2
O=C(N/N=C/c1sc(=O)[nH]c1-[n+]1ccc2ccccc2c1)c1ccccc1[O-],17,5,6,19,6,19,12,5,-2
CN(CC(=O)Nc1ccccc1Cl)C(=O)COC(=O)c1ccc(-c2ccc(O)cc2)cc1,-3,x,-1,0,x,-5,x,x,x
O=C1C(=O)N(CCCO)C(c2ccccc2)/C1=C(\O)c1ccc(Br)cc1 (stereo not drawn),6,-18,3,10,-1,3,8,-1,0
COC(=O)CSc1snnc1-c1ccc(Cl)c(Cl)c1,0,-5,-3,8,-6,0,2,0,-3
O=C(O)/C=C/c1ccc(S(=O)(=O)Nc2ccc(C(=O)NCC(=O)O)cc2)cc1,-1,9,5,-2,-3,-2,3,-2,-1
CC(C)OC(=O)CSc1nc(N)c(C#N)c(-c2ccco2)c1C#N,8,-5,-5,16,-3,8,-22,-4,-3
O=C(Nc1cccc(S(=O)(=O)N2CCCCC2)c1)C1CCN(C(=O)c2ccc(Cl)cc2)CC1,-5,-4,1,6,x,-6,x,8,0

# An excerpt from above with just PAD4 inh, PAFAH1B3 inh and GSTO1 inh:
compound	PAD4 inh	PAFAH1B3 inh	GSTO1 inh
COc1ccc(C(C(=O)NC2CCCCC2)N(C(=O)c2snc(C(N)=O)c2N)c2ccc(OC)cc2OC)cc1 (stereo not drawn)	0	-1	-5
CC1=NN=C(c2ccccc2)C(c2c[nH]c3ccccc23)N1O (stereo not drawn)	0	16	6
C#CCCc1cocc1/C=[N+](\[O-])c1ccc(C(=O)OCC)cc1	-13	10	x

# Screens from PubChem BioAssay.
